# TNAP inh no acc: human TNAP enzyme inhibitors, primary screen, biochemical, luminescent, no phosphate acceptor, uHTS. Alkaline phosphatase, tissue-nonspecific isozyme (Homo sapiens), P05186. purified TNAP, CDP-star luminescence, 30 min. inhibition, % at 20 µM. 200,000 tested, 0.26% active;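 active = tissue-nonspecific alkaline phosphatase inhibition above about 50% at 20 µM in the single-dose screen, limit read from the data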;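 also: 0% = DMSO negative control and 100% = EDTA positive control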
# Target sequence (P05186 whole entry, looked up): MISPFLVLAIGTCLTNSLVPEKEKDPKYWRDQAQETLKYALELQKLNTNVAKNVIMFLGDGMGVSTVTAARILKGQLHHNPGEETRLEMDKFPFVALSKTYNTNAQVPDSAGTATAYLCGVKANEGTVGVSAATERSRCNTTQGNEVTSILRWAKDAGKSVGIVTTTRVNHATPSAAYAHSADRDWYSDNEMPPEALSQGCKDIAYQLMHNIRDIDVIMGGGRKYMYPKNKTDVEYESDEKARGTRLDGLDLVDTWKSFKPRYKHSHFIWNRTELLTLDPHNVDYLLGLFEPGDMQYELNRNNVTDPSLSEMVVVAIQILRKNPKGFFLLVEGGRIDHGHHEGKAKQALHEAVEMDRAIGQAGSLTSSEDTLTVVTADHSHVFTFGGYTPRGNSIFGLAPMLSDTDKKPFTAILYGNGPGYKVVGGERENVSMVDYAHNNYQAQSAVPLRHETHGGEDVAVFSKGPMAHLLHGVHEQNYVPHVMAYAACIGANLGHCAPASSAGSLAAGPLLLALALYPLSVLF
# FLuc inhib CS: firefly luciferase enzyme inhibitors, primary screen, artefact control for luciferase-based inhibitor screens, biochemical, luminescence, ATPLite; Luciferin 4-monooxygenase (Photinus pyralis), P08659; 10 min; inhibition, % at 10 µM; 200,000 tested, 1.5% active;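 active = inhibition above about 50% when tested at 10 µM, limit read from the data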
# APP 5'UTR act: activators of APP 5'UTR luciferase reporter, primary screen, SH-SY5Y cells; SH-SY5Y APP 5'UTR luciferase reporter, luminescence; zero percent = DMSO vehicle wells; activation, % at 2 µM; 190,000 tested, 1% active; AID 1276, 2008;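 active = activation above a set limit, based on mean plus 3 SD of controls, cut at about 140% in these data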; also: values of inactives mirror those of a sister screen read the other way
# TNAP act hi DEA: TNAP activators at high phosphate acceptor level, primary screen, biochemical, luminescence, uHTS. Alkaline phosphatase, tissue-nonspecific isozyme (Homo sapiens), P05186. purified TNAP, CDP-star luminescence, 1 M DEA, 30 min; hits give high values; 0 = EDTA background, 1 = DMSO-only activity. activation factor at 20 µM. 200,000 tested, under 10 active. AID 1136, 2008;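 active = activation factor at least 2 at 20 µM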
#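 Dosing: 20 µM single point. System: human TNAP. Amount: TNAP 1/800 final. Incubation: 30 min, room temperature. Read-out: TNAP activation factor scaled between EDTA and DMSO control wells. Signal: luminescence from CDP-star hydrolysis. Medium: 1 M DEA, pH 9.8, Mg2+, Zn2+. Control set: EDTA negative control, DMSO positive control.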
# NF-kB neuron act: activators of NF-kB expression in neurons, primary screen, cell-based, HTS | 190,000 tested, 1.6% active | human neuronal cells, NF-kB reporter expression; hits give high values | fold change at 12.5 µM; in the data active = fold change above about 3.3
# bIAP act: bovine intestinal alkaline phosphatase activators, primary screen, biochemical, bovine IAP, CDP-star luminescence; alkaline phosphatase, intestinal [Bos taurus]; purified bovine IAP, 30 min; hits give high values; fold of DMSO-control signal, blank-subtracted; activation factor at 20 µM; 200,000 tested, 0.17% active;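 active = activation factor of 2 or more at 20 µM, a signal rise over negative controls twice the positive control's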
# PMI activator: activators of human PMI, primary screen, biochemical, fluorescence intensity, near-Km mannose 6-phosphate; purified human PMI, coupled resazurin fluorescence, 20 min; hits give high values; 1 = vehicle control, 0 substrate-free wells; 190,000 tested, 0.005% active; activation factor at 20 µM;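 active = activation factor of 2 or more at 20 µM, relative to plate controls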
# Target sequence (P34949 whole entry, looked up): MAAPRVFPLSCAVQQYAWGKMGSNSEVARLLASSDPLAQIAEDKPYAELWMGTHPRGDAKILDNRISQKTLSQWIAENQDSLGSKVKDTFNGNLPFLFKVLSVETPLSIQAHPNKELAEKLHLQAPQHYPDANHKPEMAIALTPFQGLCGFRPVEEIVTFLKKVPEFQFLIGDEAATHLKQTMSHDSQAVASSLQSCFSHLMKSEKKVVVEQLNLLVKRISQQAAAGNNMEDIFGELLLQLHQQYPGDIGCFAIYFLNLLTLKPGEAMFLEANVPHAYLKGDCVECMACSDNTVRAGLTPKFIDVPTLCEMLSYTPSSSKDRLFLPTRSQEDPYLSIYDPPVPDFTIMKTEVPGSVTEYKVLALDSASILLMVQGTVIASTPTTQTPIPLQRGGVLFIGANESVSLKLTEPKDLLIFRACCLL
# PMI act satM6P: human PMI activators, high substrate, primary screen, biochemical, fluorescence intensity, near-saturating mannose 6-phosphate. Mannose-6-phosphate isomerase (Homo sapiens), P34949. coupled PMI enzyme assay, resazurin fluorescence, 20 min; hits give high values; 1 = untreated enzyme, 0 = substrate-free blank. activation factor at 20 µM. 190,000 tested, 0.34% active. AID 1216, 2008;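 active = activation factor of 2 or more at 20 µM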
#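 test system = human PMI in coupled enzyme assay | medium = HEPES-buffered pH 7.4 with magnesium and detergent | also added = 1.0 mM mannose-6-phosphate substrate with 0.22 mM NADP+ | compound = 20 µM single dose | times = 20 min incubation at room temperature | measured by = resorufin fluorescence (Ex 544/Em 590 nm) from resazurin via diaphorase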
# TNAP inh hi DEA: human TNAP enzyme inhibitors, primary screen, biochemical, luminescent, high phosphate acceptor level, uHTS. Alkaline phosphatase, tissue-nonspecific isozyme (Homo sapiens), P05186. purified TNAP, CDP-star luminescence, 1 M DEA. inhibition, % at 20 µM. 200,000 tested, 0.03% active;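 active = over 50% inhibition of tissue-nonspecific alkaline phosphatase at 20 µM in the single-dose screen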;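 also: plate controls were DMSO wells for no effect and EDTA-quenched wells as full inhibition for full effect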
# FLuc act counter: FLuc activators, initial screening, artefact control for FLuc-dependent activation tests, biochemical, ATPlite luminescence. ATPlite luciferase biochemical, 10 min; 0 = ATP-free wells, 1 = DMSO control. activation factor at 10 µM. 200,000 tested, under 10 active;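 active = luciferase activation factor, scaled between plate controls, of at least 2 with compound at 10 µM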
#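 assay system = Luciferase/luciferin detection reagent, cell-free biochemical luciferase assay | also added = ATP substrate | times = 10 min post-reagent at room temperature | measured by = luminescence from luciferase reaction | measure = luciferase activation, seen as luminescence increase over controls | benchmarks = low control with PBS replacing ATP, high control enzyme plus ATP without compound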
# Numbers without * were called inactive; nt = no result given.
SMILES,TNAP inh no acc,FLuc inhib CS,APP 5'UTR act,TNAP act hi DEA,NF-kB neuron act,bIAP act,PMI activator,PMI act satM6P,TNAP inh hi DEA,FLuc act counter
O=C(CN1NS(=O)(=O)c2ccccc2C1=O)Nc1ccccc1OC(F)F,4.8,-5.1,-6.0,1,1.1,0.9,1.1,1.1,-3.0,1.1
COc1ccc(NC(=O)CSc2nnc(-c3ccccn3)n2-c2ccccc2)cc1OC,-11.5,-9.2,-0.9,1,0.96,1,1,1,-2.9,1.1
Cc1cc(C(=O)N2CCN(c3ccccn3)CC2)c(C)o1,-12.9,-6.7,-6.9,1.1,1.5,0.8,0.8,0.9,-5.9,1.1
COc1ccc(CNC(=O)C(c2ccncc2)N(C(=O)Cc2cccs2)c2ccccc2C)cc1 (configuration not stated),-8.3,-15.3,-9.7,1.1,0.88,0.9,0.9,0.9,-6.0,1.2
Cc1ccc(/C=C/C(=O)O)cc1S(=O)(=O)NCCCO,-9.2,-3.7,-3.7,1,1.29,0.8,0.9,0.9,-2.4,1
C/C(=N\NC(=O)NC1CCCCC1)C1CCCCC1,-5.9,-5.3,7.7,1.1,1.02,1,0.9,0.9,-5.7,1.1
CN(c1ccc2nc3ccccc3c(=O)n2n1)C1CCCCC1,-13.1,96.2*,-39.0,1,0.37,0.9,1.4,1.5,-1.7,0
Cc1ccc(-c2nn3c(C)nnc3c3ccccc23)cc1S(=O)(=O)NCCN1CCOCC1,3.3,-10.5,10.9,1,1.09,1,1.1,1,-4.5,1.1
CC1CCCC(C)N1C(=O)COc1ccc(-c2nnco2)cc1 (configuration not stated),-13.1,-1.5,15.8,1,1.45,1,1,1.1,-3.5,1
Cc1ccc2c(C(=O)CN3CCCC3)c(C)[nH]c2c1,-12.3,-8.8,-0.6,1,0.92,0.9,1.1,1.1,-3.5,1.1
Cc1cc(C)n2nc(C(=O)N/N=C/c3ccc(O)cc3)nc2n1,-4.5,0.2,-20.0,1,1.01,1.1,nt,nt,-1.5,1
O=C(CSc1ncn(-c2ccccc2)n1)Nc1nc2ccccc2s1,-0.7,0.1,-7.2,0.9,1.1,0.9,0.8,0.9,7.1,1
Cc1cc(C(=O)NCc2cccnc2)n(-c2ccccc2)n1,-6.7,-3.6,5.3,1,0.89,0.9,0.9,0.9,-2.1,1
OCCN(CCO)CC(O)COc1ccc2c(c1)OCO2 (configuration not stated),9.0,0.4,-14.7,1,1.01,1,1.1,0.9,2.7,1
O=c1c(/C=N/OCc2ccc(Cl)cc2Cl)c[nH]n1-c1cccc(Cl)n1,-23.8,18.3,0.8,1,0.88,1.1,1.3,1.3,-1.2,0.8
CC(C)CSC1=NSC2=NC(=O)/C(=C\c3cccs3)C(=N)N12,7.9,5.6,43.2,0.9,1.21,1,1,0.9,5.8,0.9
Cc1sc(NC(=O)Cn2c(=O)oc3ccccc32)nc1-c1ccc(Cl)cc1,-18.6,-7.5,-12.2,1,0.91,0.8,0.9,1,-1.6,1.1
COc1cc(SC)ccc1C(=O)N1CCN(c2ccccc2)CC1,-8.6,-6.0,-2.8,1.1,1.25,0.9,0.9,0.9,-5.7,1.1
CCOC(=O)c1ccc(NC(=O)CN2C(=O)CSCC2=O)cc1,-6.2,43.1,-7.8,1,1.07,1,0.9,1,2.3,0.6
O=C(c1cccs1)N1CCC(C(=O)N2CCN(Cc3ccc4c(c3)OCO4)CC2)CC1,-6.0,-4.0,-4.1,1,0.87,1,1,1.1,3.5,1
O=C(c1cccc([N+](=O)[O-])c1)c1ccc2c(c1)C(=O)N(c1c[nH]c(=O)[nH]c1=O)C2=O,-5.9,-11.2,12.0,1.1,1.31,1,1.1,1.1,-5.9,1.1
Cc1cc(C(F)(F)F)nc(-n2cc(-c3ccccc3)nn2)n1,-12.4,-1.7,29.1,1,1.33,0.9,1,1,0.4,1
NC(=O)c1ccc(-n2nnnc2SCC(=O)c2ccc(O)c(O)c2)cc1,82.4*,2.1,11.7,0.9,1.2,0.6,0.7,1.1,14.8,1
COc1cc(/C=N/NC(=O)CCc2c(C)n[nH]c2C)ccc1O,-7.8,-4.1,-9.9,1,1.05,1,1,1,-1.6,1
COc1cccc(NC(=O)C(C)SCc2ccccc2)c1 (configuration not stated),-7.3,-6.7,5.6,1.1,1.17,1,0.9,0.9,-6.7,1.1
O=C(NN1C(=O)C2C3CCC(O3)C2C1=O)c1ccco1 (configuration not stated),-10.7,-4.8,-0.8,1,1.13,1,1.1,1.1,-4.5,1
COc1cc2c(C(=O)NCc3ccc4c(c3)OCO4)cn(CC(C)C)c(=O)c2cc1OC,-14.3,-4.4,-0.5,1,0.97,1,0.9,0.9,2.7,1
CCCCN=C1CC(C)(C)CC(=O)/C1=C(/O)CCCN1C(=O)c2ccccc2C1=O,-8.3,-5.4,13.4,1,1,1.2,1,1,-3.8,1.1
Cc1ccc(S(=O)(=O)CCC(=O)OCc2ccccc2F)cc1,-2.0,-3.6,2.3,1,1.03,1.1,0.9,0.9,0.4,1
Cc1ccc(S(=O)(=O)NCc2n[nH]c(=S)n2C)cc1,19.9,-5.2,0.3,1,0.96,0.9,1.1,1,2.3,1.1
CNS(=O)(=O)c1ccc(N2CCCC2=O)c([N+](=O)[O-])c1,-4.5,-9.2,13.8,1,0.99,0.9,0.9,1,-2.2,1.1
CCOC(=O)/C(C#N)=C/c1cccc(F)c1,-11.8,-9.7,-2.7,1.1,1.24,0.9,1,0.9,-6.4,1.1
CCNC(=O)c1cc(Cl)ccc1OC,-11.0,-5.0,11.4,1.1,1.19,1,1,1.1,-5.4,1.1
CCC(C(=O)OCC(=O)Nc1cccc(C(C)=O)c1)c1ccccc1 (configuration not stated),0.7,-5.0,6.6,1,1.32,1,1,1,-2.8,1.1
O=[N+]([O-])c1cc(Br)c(O)c(/C=N/Nc2nnnn2-c2cccc3ccccc23)c1,20.2,-1.3,-13.4,0.9,1.09,0.2,1.1,1.2,14.9,1
CCOc1cccc(-c2cc(C(=O)NN)[nH]n2)c1,-7.0,2.1,16.2,1,0.98,1.3,1,1,-0.9,1
COc1ccccc1NC(=O)Cc1csc(N)n1,-9.2,-7.0,14.8,1,1.03,0.9,1.1,1,-4.2,1.1
CC(=O)N1c2c(cc(Br)cc2S(=O)(=O)NCc2ccc3c(c2)OCO3)CC1C (configuration not stated),-10.6,-7.0,-3.7,1,1.23,0.8,0.9,1,-3.1,1.1
COc1cccc(CN2CCCC(C(=O)N3CCCCC3)C2)c1OC (configuration not stated),-11.4,-4.0,-13.0,1.1,1.06,1,0.9,1.1,-5.7,1
CCCn1c(SCC(=O)Nc2nonc2C)nnc1-c1ccoc1C,-7.7,-6.1,15.3,1,0.9,1.2,1,1,-0.5,1.1
O=C(CCCc1ccccc1)Nc1nncs1,-7.6,-1.3,-0.8,1,1.4,0.9,1.1,1.1,-1.0,1
CCN=C1S/C(=C\c2ccc(OC)c(OCC)c2)C(=O)N1CC,-14.7,-2.5,7.4,1,1.22,0.9,0.8,1,0.0,1
O=C(COC(=O)c1ccccc1SCC(=O)NC1CCCCC1)NC1CCCCC1,-12.8,-5.6,5.0,1,1.5,0.9,1,1.1,-4.0,1.1
Cc1ccc(C2CC(c3cccs3)=NN2C(=O)CSC2=NN3CCCC(=O)N=C3S2)cc1 (configuration not stated),7.9,-6.3,-1.5,1,0.34,1,0.8,0.9,-4.3,1.1
Cc1ccc(NS(=O)(=O)c2ccc(CCC(=O)NCCO)cc2)cc1,-20.8,-6.1,14.2,1.1,1.1,1,1,1,-7.9,1.1
CC1CCCN(CCCNC(=O)c2cc3c(Cl)nc4ccccc4c3s2)C1 (configuration not stated),-5.0,-7.5,-10.2,1,0.77,0.9,1.1,1.2,-2.3,1.1
CCC(=O)N1N=C(c2ccc(C)o2)CC1c1ccc(OC)cc1 (configuration not stated),-6.2,-1.0,2.1,1,nt,0.9,0.9,0.9,-0.9,1
COC(=O)Cn1c(=NC(=O)C(C)(C)C)sc2c(C)cc(C)cc21,-2.8,-5.5,-5.5,1,0.69,1,0.9,0.9,-2.2,1.1

# Grouped by structure: the compounds so far with bromine (two)
SMILES,TNAP inh no acc,FLuc inhib CS,APP 5'UTR act,TNAP act hi DEA,NF-kB neuron act,bIAP act,PMI activator,PMI act satM6P,TNAP inh hi DEA,FLuc act counter
O=[N+]([O-])c1cc(Br)c(O)c(/C=N/Nc2nnnn2-c2cccc3ccccc23)c1,20.2,-1.3,-13.4,0.9,1.09,0.2,1.1,1.2,14.9,1
CC(=O)N1c2c(cc(Br)cc2S(=O)(=O)NCc2ccc3c(c2)OCO3)CC1C (configuration not stated),-10.6,-7.0,-3.7,1,1.23,0.8,0.9,1,-3.1,1.1

# Continued.
SMILES,TNAP inh no acc,FLuc inhib CS,APP 5'UTR act,TNAP act hi DEA,NF-kB neuron act,bIAP act,PMI activator,PMI act satM6P,TNAP inh hi DEA,FLuc act counter
CC(C)C(=O)Nc1ccc(NC(=O)c2cc3ccccc3o2)cc1,-3.1,8.0,20.6,1,1.56,0.7,1,1,-3.2,0.9
COc1ccc2c(c1OC)CN1CCc3cc4c(cc3[C@@H]1[C@@H]2O)OCO4,-10.2,-2.0,-6.6,1,0.97,0.8,1,0.8,-4.8,1
C/C=C/c1ccc(OCCOc2cccc3cccnc23)c(OC)c1,-13.4,6.5,12.8,1.1,1.4,0.9,1,0.9,-5.3,0.9
COc1cc(C=O)c(Br)cc1OCC(=O)NCc1ccccc1,0.2,-8.4,2.0,1,1.12,1,1,0.9,-3.5,1.1
Cc1nnc(SC(C)C)n(N)c1=O,-9.6,-10.1,-5.5,1.1,1.1,1,1.2,1.2,-6.7,1.1
CCCC(=O)Nc1nnc(C2CCCO2)s1 (configuration not stated),-4.0,-1.8,18.3,1,1.09,1,0.9,0.8,-3.1,1

# Complete entries from above. Order of values: TNAP inh no acc | FLuc inhib CS | APP 5'UTR act | TNAP act hi DEA | NF-kB neuron act | bIAP act | PMI activator | PMI act satM6P | TNAP inh hi DEA | FLuc act counter
# `Cc1nnc(SC(C)C)n(N)c1=O` is listed as -9.6 | -10.1 | -5.5 | 1.1 | 1.1 | 1 | 1.2 | 1.2 | -6.7 | 1.1
# `CC(C)C(=O)Nc1ccc(NC(=O)c2cc3ccccc3o2)cc1` is listed as -3.1 | 8.0 | 20.6 | 1 | 1.56 | 0.7 | 1 | 1 | -3.2 | 0.9
# `C/C=C/c1ccc(OCCOc2cccc3cccnc23)c(OC)c1` is listed as -13.4 | 6.5 | 12.8 | 1.1 | 1.4 | 0.9 | 1 | 0.9 | -5.3 | 0.9

# Screening data deposited in PubChem by several laboratories.
